# Screening results deposited in PubChem BioAssay by NCI.
# NCI-60 one-dose screen, 48 h, at 10 µM unless noted. Numbers give growth in % (100 = growth as untreated, 0 = no growth, -100 = all killed).
# CAKI-1 = CAKI-1 renal cancer. hit rate 4.7% among 75,000
# ACHN = ACHN renal cancer. hit rate 4.9% among 81,000
# OVCAR-5 = OVCAR-5 ovarian cancer; hit rate 2.9% among 82,000; AID 1794783
# OVCAR-8 = OVCAR-8 ovarian cancer. hit rate 4.4% among 81,000. AID 1794782
# A498 = A498 renal cancer cells | hit rate 5.4% among 76,000 | AID 1794774
# OVCAR-3 = OVCAR-3 ovarian cancer; hit rate 7% among 79,000; AID 1794787
# RXF 393 = RXF 393 renal cancer cells; AID 1794773; hit rate 6.9% among 77,000
# OVCAR-4 = OVCAR-4 ovarian cancer cells | hit rate 3.7% among 80,000
# The depositor's hits bear a star; · = no result given; & = joins results of further samples; [ ] = another dose, or the depositor's remark. The calls were made as follows: active = growth percent below 10; inactive = the rest.
SMILES,CAKI-1,ACHN,OVCAR-5,OVCAR-8,A498,OVCAR-3,RXF 393,OVCAR-4
COc1ccc2c(c1)c(=O)oc1c(C)c(OCC(C)=O)ccc12,92,97,87,96,90,109,103,94
Cc1[nH]nc2c(=S)[nH]c(=O)[nH]c12,101,104,99,99,100,110,107,100
COc1ccc(/C(C)=N/N=C2C(=O)N(Cc3ccccc3)c3ccc(Br)cc32)cc1S(N)(=O)=O,64,85,90,75,104,77,71,69
CC(C)c1nc(-c2cccc(O)c2)c(-c2ccnc(NCCCNS(=O)(=O)c3ccc(Cl)cc3)c2)s1,85,63,118,84,86,71,79,98
NC(=O)c1ccc[n+](CC(=O)N2CCN(c3cc4c(cc3F)c(=O)c(C(=O)O)cn4C3CC3)CC2)c1,97,85,114,93,101,69,·,75
Nc1cccc(C(=O)C2=Cc3cccn3Cc3cnnn32)c1,89,97,91,101,97,105,95,103
Cc1ccc(NC(=O)CNC(=O)CN2C(=O)c3ccccc3C2=O)cc1,82&85,105&92,124&100,99&102,104&106,102&111,114&106,99&92
Nc1cc([N+](=O)[O-])ccc1N1C(=O)CCCC1=O,43,95,94,91,113,102,·,98
CS/C(N)=N\S(=O)(=O)c1ccc(NC(C)=O)cc1,103,110,104,108,101,99,100,105
Nc1ncc(-c2cnn(C3CCNCC3)c2)cc1-c1nc2cc(Cl)ccc2o1,-77*,-97*,-81*,-53*,-100*,-100*,-96*,-83*
CCOC(=O)c1ccc(NC(N)=S)cc1,75,111,106,103,115,112,63,·
CCN(CC)CCOC(=O)N1c2ccccc2Sc2ccccc21,·,·,101,101,97,107,98,101
N#Cc1c(Cl)nc(SCC(=O)N2CCN(c3cc4c(cc3F)c(=O)c(C(=O)O)cn4C3CC3)CC2)nc1-c1ccccc1,92,101,100,103,100,103,103,105
O=C(NCCCNc1nccc(-n2ccc3cccnc32)n1)c1ccc(Cl)cc1,94,100,99,100,96,112,104,93
CC(C)C1=C[C@@]23CC[C@H]4[C@](C)(CO)CCC[C@]4(C)[C@H]2C[C@@H]1[C@@H]1[C@H]3[C@@H](OCCCN)CC[C@@H]1OCCCN,75,89,100,101,100,98,79,101
CCN1CCN(C(=O)[C@@]2(C)CC[C@]3(C)CC[C@]4(C)C(=CC(=O)[C@@H]5[C@@]6(C)C/C(=C/c7cccnc7)C(=O)C(C)(C)[C@@H]6CC[C@]54C)[C@@H]3C2)CC1,64,88,100,77,111,72,105,81
CC1(C)CC=C(NNC(=O)c2cccnc2)C(=O)C1,89,101,93,·,108,104,·,104
CCNC(=O)N1CCc2cc(OC)c(OCCc3ccc(OC)nc3)cc2C1c1ccc(OC)cc1C (stereo not drawn),34,32,51,42,14,·,25,67
NS(=O)(=O)c1ccc(N2C(=O)c3ccc4c5c(ccc(c35)C2=O)C(=O)N(c2ccc(S(N)(=O)=O)cc2)C4=O)cc1,97,107,102,101,108,·,108,105
COc1cc2oc(-c3ccc(NC(=O)c4ccccc4)cc3)cc(=O)c2c(OC)c1OC,97,83,87,78,91,93,90,65
CSc1nc2sc3cccc(Cl)c3n2c(=N)c1C#N,87,95,119,99,56,110,131,·
[O-][n+]1onc(-c2ccccc2)c1N=C/C=C/c1ccccc1,94,107,107,98,106,·,102,105
COc1cc2cc(C(=O)N3C[C@@H](CCl)c4c3cc(OC(=O)N(CCC(=O)N3CCN(C)CC3)C3CCCCC3)c3ccccc43)[nH]c2c(OC)c1OC,-79*,-85*,-59*,-48*,-20*,-65*,-93*,-84*
COc1cc2oc(-c3cccc(NC(=O)[C@@H](CO)NC(=O)OC(C)(C)C)c3)cc(=O)c2c(OC)c1OC,102,106,106,·,99,107,·,101
Cc1ccc(-c2cc(C=C3C(=O)NC(=O)NC3=O)nn2-c2ccccc2)cc1,95,95,101,99,98,113,88,102
CCCCCCCCCCCCCC[n+]1cccc(C(N)=O)c1,15,35,44,18,61,-32*,-41*,14
CCNc1nc(-c2ccc(Cl)c(OC)c2)c(-c2ccnc(NCCNS(=O)(=O)c3ccc(Cl)cc3)n2)s1,30,34,41,38,19,-3.3*,19,32
C=CCCNC(=S)SCC(NC(=O)CCC(N)C(=O)O)C(=O)NCC(=O)O (stereo not drawn),94,124,108,102,102,119,124,106
Clc1ccc(C2CC(c3ccccc3Cl)=NN2c2ccc(-c3ccccc3)nn2)cc1 (stereo not drawn),65,101,101,98,104,97,110,97
Nc1ncc(Cl)cn1,107,115,·,105,88,110,99,118

# Record cards, as listed above. Values in the order: CAKI-1, ACHN, OVCAR-5, OVCAR-8, A498, OVCAR-3, RXF 393, OVCAR-4
# `[O-][n+]1onc(-c2ccccc2)c1N=C/C=C/c1ccccc1` across the screens: 94, 107, 107, 98, 106, ·, 102, 105
# `Clc1ccc(C2CC(c3ccccc3Cl)=NN2c2ccc(-c3ccccc3)nn2)cc1` (stereo not drawn) across the screens: 65, 101, 101, 98, 104, 97, 110, 97
# `C=CCCNC(=S)SCC(NC(=O)CCC(N)C(=O)O)C(=O)NCC(=O)O` (stereo not drawn) across the screens: 94, 124, 108, 102, 102, 119, 124, 106
# `CC1(C)CC=C(NNC(=O)c2cccnc2)C(=O)C1` across the screens: 89, 101, 93, ·, 108, 104, ·, 104

# Laid out differently: results already given.
canonical_smiles | CAKI-1 | ACHN | OVCAR-5 | OVCAR-8 | A498 | OVCAR-3 | RXF 393 | OVCAR-4
C=CCCNC(=S)SCC(NC(=O)CCC(N)C(=O)O)C(=O)NCC(=O)O (stereo not drawn) | 94 | 124 | 108 | 102 | 102 | 119 | 124 | 106
Cc1[nH]nc2c(=S)[nH]c(=O)[nH]c12 | 101 | 104 | 99 | 99 | 100 | 110 | 107 | 100
COc1cc2oc(-c3ccc(NC(=O)c4ccccc4)cc3)cc(=O)c2c(OC)c1OC | 97 | 83 | 87 | 78 | 91 | 93 | 90 | 65
[O-][n+]1onc(-c2ccccc2)c1N=C/C=C/c1ccccc1 | 94 | 107 | 107 | 98 | 106 | · | 102 | 105
O=C(NCCCNc1nccc(-n2ccc3cccnc32)n1)c1ccc(Cl)cc1 | 94 | 100 | 99 | 100 | 96 | 112 | 104 | 93

# The results go on.
SMILES,CAKI-1,ACHN,OVCAR-5,OVCAR-8,A498,OVCAR-3,RXF 393,OVCAR-4
CCOC(=O)/C(=C(/C)NCC(C)C)c1cc(O)c(O)c2c(C)cc(=O)[nH]c12,51,48,87,24,79,6.7*,83,26
Cc1cc(C(C)(C)C)cc(C=O)c1O,·,102,103,98,65,108,102,94
COc1ccc2c(c1)=C(c1sc(Nc3nc(C)c(C(C)=O)s3)nc1O)C(=O)N=2,·,111,106,87,88,90,108,100
COC(=O)[C@]12CCC(C)(C)C[C@H]1[C@H]1C(=O)C[C@@H]3[C@@](C)(CCC#N)[C@H](C(C)=O)CC[C@@]3(C)[C@]1(C)CC2,78,103,103,91,103,101,87,95
N#Cc1c(Cl)nc(SCc2ccc(F)cc2)nc1-c1ccc(F)cc1,95,99,96,89,115,111,90,95
N#Cc1ccc(NC(=O)CSc2ccc(-c3ccc(Br)cc3)nn2)cc1,67,64,88,76,89,77,·,59
Cc1c(C(C)(C(=O)O)c2c(C)n(C)c3ccccc23)c2ccccc2n1C,56,102,105,112,113,114,118,98
N=C(N)c1ccc(N=NNc2ccc(C(=N)N)cc2)cc1,90,102,100,98,80,110,110,119
Cc1cc2c(cc1S(N)(=O)=O)S(=O)(=O)CCC2,92,·,·,109,106,114,120,110
CS(=O)(=O)c1ccc(-c2ccc3ncc(C#N)c(Nc4ccc(F)c(Cl)c4)c3c2)cc1,85,64,95,73,81,113,74,115
CC(C)CSc1nc(NNC(N)=O)c(C#N)c(-c2ccccc2)n1,92,100,100,105,95,109,·,115
COc1cc([C@@H]2c3cc4c(cc3[C@H](OC3OC5COC(c6ccccc6)OC5C(O)C3O)[C@H]3COC(=O)[C@H]23)OCO4)cc(OC)c1OC (stereo partly drawn),31,33,38,29,26,62,66,45
c1c2c(cc3c1OCO3)Cc1cc3c(cc1Cc1cc4c(cc1C2)OCO4)OCO3,90,101,102,101,107,123,·,98
NC(=NCCCOc1ccc(F)cc1)Nc1ccc(Cl)c(Cl)c1,·,·,81,89,61,73,69,60
CNC(=O)c1cc(Oc2ccc3nc(NC(=O)c4ccc(CN5CCN(C)CC5)c(C(F)(F)F)c4)sc3c2)ccn1,53,77,81,74,80,·,47,52
COc1cc2oc(-c3cccc(NC(=O)c4cccc(NC(=O)[C@H](C)N)c4)c3)cc(=O)c2c(OC)c1OC,81,93,109,·,66,100,132,103
O=C(N/N=C/c1ccc2c(c1)CCC2)c1cccc(O)c1,96,104,95,103,102,107,119,107
Cc1cc(NC(=O)c2cnc(N3CCN(CCOCCOCCOCCOCCC(=O)N[C@H](C(=O)N4C[C@H](O)C[C@H]4C(=O)N[C@@H](C)c4ccc(-c5scnc5C)cc4)C(C)(C)C)CC3)cn2)c2ncccc2c1,43,38,80,21,79,-31*,·,15
Cn1c([N+](=O)[O-])cnc1/C=C1\Oc2cc(Cl)ccc2C1=O,-21*,6.4*,29,-13*,57,-33*,-67*,55
CC(=O)O[C@@H]1C2CCC3C(CC[C@@]4(C)C3CC[C@@H]4C(C)N(C)C)[C@@]2(C)CC[C@@H]1NC(=O)C=C(C)C (stereo partly drawn),-6.2*,25,84,44,61,1.0*,-51*,-20*
Cc1cccc([N+](=O)[O-])c1I,100,105,99,98,93,118,111,110
O=[N+]([O-])c1ccc(S(=O)(=O)OCCCCOS(=O)(=O)c2ccc([N+](=O)[O-])cc2)cc1,98,110,103,108,104,105,112,108
CN(C)c1ccc(/C=N/n2c(-c3cc(F)c(Cl)cc3Cl)nn(CN3CCOCC3)c2=S)cc1,·,99,93,104,78,·,110,106
c1ccc2cc(Nc3ccc4ccccc4c3)ccc2c1,75,92,98,93,93,96,91,77
COc1cc(CCNc2cnc3cc(N)cc(N)c3n2)cc(OC)c1,129,106,92,99,107,93,114,94
COC(=O)/C=C/CC[C@H](N)C(=O)O,97[20 µM],104[20 µM],96[20 µM],101[20 µM],100[20 µM],108[20 µM],108[20 µM],105[20 µM]
COc1ccc(/C(C)=N/NC(=O)c2ccc(S(C)(=O)=O)cc2)cc1OC,92,108,106,110,94,113,114,98
CCOC(=O)Cc1cnn(C)c1-n1nnc2ccc(Cl)cc2c1=O,79,99,98,108,108,100,97,100
Cc1ccc(CSC(=S)NNc2ccccc2)cc1C,76,88,98,102,119,101,105,87
COc1cc(F)c(-c2nc3c(C)cccc3[nH]2)c(F)c1,88,103,109,100,94,109,106,110
CS(=O)(=O)OCC(O)C(O)C(O)C(O)COS(C)(=O)=O (stereo not drawn),98,94,88,105,102,128,·,105
Nc1c(N=Nc2ccc(-c3ccc(N=Nc4c(S(=O)(=O)O)cc5cc(S(=O)(=O)O)c(N=Nc6ccccc6)c(O)c5c4N)cc3)cc2)ccc2c(S(=O)(=O)O)cccc12,104,95,101,109,123,99,129,110
CCOC(=O)C(Cl)Cc1ccccc1 (stereo not drawn),100,116,120,99,97,120,·,110
Cn1cc(C2=C(c3cccc4ccccc34)C(=O)N(O)C2=O)c2ccccc21,84,92,106,103,93,·,116,114
CSc1ccc(/C=N/Nc2n[nH]c(=S)n2N)cc1,100,100,102,101,·,117,113,115
COc1ccc(C2C(C#N)=C(/N=C/c3ccccc3)Oc3c2ccc2ccccc32)cc1 (stereo not drawn),70,92,105,96,100,98,106,92
O=C(NNC1=Nc2cccc3cccc1c23)c1ccc(Br)cc1,115,86,86,94,·,113,108,80
CCOc1ccc(-c2nc3ccc(-c4nc5ccc(N6CCN(CCNC(C)=O)CC6)cc5[nH]4)cc3[nH]2)cc1,111,106,115,85,110,136,126,96
Cc1ccc2c(c1)=C/C(=C\N(O)c1ccccc1)C(=O)N=2,91,97,92,93,74,108,106,93
CCCCCn1sc(=O)n(Cc2ccc(CNC(=O)c3ccccc3OC(C)=O)cc2)c1=O,92,98,94,110,118,107,111,101
S=c1[nH]nc(NC2CCCCC2)s1,94&102,101&100,101&100,99&116,100&91,117&109,108&92,98&117
COc1ccc(/C(C)=N\NC(N)=S)cc1OC,·,·,107,92,103,110,108,91
O=S(=O)(Cl)Cc1ccc(Cl)cc1,98,103,99,96,87,108,104,99
O=C(Nc1ccc(NC(=O)c2cc(=O)[nH]c3ccccc23)cc1)Nc1cccc(Cl)c1,78,98,88,86,·,89,95,79
O=C(/C=C/c1cn(-c2ccccc2)nc1-c1ccc(Cl)cc1)OCc1cn(-c2cccc(Cl)c2)nn1,78,92,99,97,80,103,88,91
Cc1c(-c2ccc(C(=N)N)cc2)oc(-c2ccc(C(=N)N)cc2)c1C,76,84,89,78,70,118,98,·
Nc1nc(N2CCCCC2)c2ncn(C3OC(CO)C(O)C3O)c2n1 (stereo not drawn),114,102,101,106,102,112,104,105
Cc1oc2ccccc2c(=O)c1C(=O)c1ccc(O)cc1,103,98,108,101,108,116,112,121
N#C/C(=C\c1ccccc1Cl)c1ccccc1,103,105,121,99,88,102,111,108
O=C(O)C(Cc1ccccc1)N1C(=O)/C(=C/c2ccncc2)SC1=S (stereo not drawn),93,102,112,101,·,102,92,105
O=C1CCSc2ccc(Cl)cc21,94,96,88,104,91,113,122,·
CCNc1nc2ccc(Nc3ccnc4cc(Cl)ccc34)cc2[nH]1,99,103,113,76,90,107,69,83
CCOc1ccc(N2C(=O)S/C(=C3/SC(=O)N(c4ccc(OCC)cc4)C3=O)C2=O)cc1,96,104,102,93,99,·,102,97
O=[N+]([O-])c1ccc(NS(=O)(=O)c2ccc(Br)cc2)cc1,67,80,102,79,46,73,79,68
COc1cc([N+](=O)[O-])c(OC)cc1Nc1ccccc1C(=O)O,88&99,100&99,108&100,83&100,97&100,92&106,105&107,97&101
O=C(NCc1ccccc1)C(=O)C(Cc1ccccc1)NC(=O)c1cc(O)c(O)c(O)c1 (stereo not drawn),98,115,110,99,113,91,123,99
O=C(CNc1ccc(Cl)cc1)N1CCN(c2ncnc3c2cnn3-c2ccccc2)CC1,50,40,77,63,99,67,95,66
